LYPLA1 counter: blocks human lysophospholipase 1, a PME1 counter-screen; O75608; recombinant LYPLA1, FP-Rh probe fluorescence polarization; inhibition, % at 5.9 µM; 0.16% of 320,000 active; AID 2174;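 active = inhibition above the mean of all tested compounds plus 3 SD, set per campaign, cut at about 14% in these data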;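 also: inhibitors block serine hydrolase probe labeling of LYPLA1 so polarization falls; 0% = enzyme with DMSO and 100% = wells lacking LYPLA1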
ZTA counter: blocks Epstein-Barr virus ZTA, an EBNA-1 counter-screen. 0.15% of 320,000 active. ZTA-DNA binding, fluorescence polarization. inhibition, % at 11 µM; in the data active = inhibition above about 33%
Target sequence (P03206 whole entry, looked up): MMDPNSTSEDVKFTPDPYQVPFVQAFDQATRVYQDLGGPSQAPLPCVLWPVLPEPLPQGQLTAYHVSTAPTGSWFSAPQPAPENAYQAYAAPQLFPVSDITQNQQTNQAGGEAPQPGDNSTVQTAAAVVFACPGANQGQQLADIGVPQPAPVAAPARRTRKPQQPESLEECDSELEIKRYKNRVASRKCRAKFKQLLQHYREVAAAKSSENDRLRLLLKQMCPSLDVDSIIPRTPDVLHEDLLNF
PAFAH1B3 inh: blocks human PAF acetylhydrolase 1B catalytic subunit 3; AID 492972; recombinant PAFAH1B3, FP-rhodamine probe, fluorescence polarization; inhibition, % at 3.39 µM; 0.28% of 340,000 active; Q15102;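 active = inhibition above the screen-wide average of all tested compounds plus 3 SD, cut at about 25% in these data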;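 also: 0% = enzyme with DMSO only and 100% = wells lacking PAFAH1B3 protein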
Target sequence (Q15102 whole entry, looked up): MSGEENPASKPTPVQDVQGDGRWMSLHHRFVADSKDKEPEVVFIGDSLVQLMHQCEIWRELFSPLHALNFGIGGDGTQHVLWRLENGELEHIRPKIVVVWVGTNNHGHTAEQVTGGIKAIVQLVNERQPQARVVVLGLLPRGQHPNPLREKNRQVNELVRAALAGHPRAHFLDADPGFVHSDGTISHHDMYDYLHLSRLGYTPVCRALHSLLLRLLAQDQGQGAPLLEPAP
GSTO1 inh: counter-screen for RBBP9 inhibitors: inhibitors of human GSTO1; P78417; AID 1974; inhibition, % at 5.96 µM; 1.1% of 300,000 active; recombinant GSTO1, activity-based probe fluorescence polarization;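 active = inhibition above the campaign mean inhibition plus 3 SD, cut at about 35% in these data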;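 also: 0% = GSTO1-1 with DMSO and 100% = wells lacking GSTO1-1 enzyme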
Target sequence (P78417 whole entry, looked up): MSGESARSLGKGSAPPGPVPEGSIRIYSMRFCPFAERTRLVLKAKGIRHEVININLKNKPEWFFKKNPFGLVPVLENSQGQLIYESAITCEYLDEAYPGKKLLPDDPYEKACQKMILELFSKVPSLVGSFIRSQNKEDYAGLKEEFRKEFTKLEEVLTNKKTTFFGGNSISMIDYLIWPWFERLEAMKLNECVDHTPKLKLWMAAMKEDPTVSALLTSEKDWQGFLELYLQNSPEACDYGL
PAD4 FP inh: blocks human protein arginine deiminase 4; Q9UM07; recombinant PAD4, RCA probe fluorescence polarization; inhibition, % at 6.36 µM; 0.41% of 330,000 active;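 active = percent inhibition above a cutoff equal to the mean of all tested compounds plus 3 SD, cut at about 15% in these data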;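 also: 0% = PAD4 with RCA probe and DMSO and 100% = probe without PAD4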
EBNA-1 inhibitor: blocks EBNA-1 binding to DNA; AID 1950; EBNA-1 DNA binding, fluorescence polarization; inhibition, % at 14.8 µM; 0.34% of 300,000 active; in the data active = inhibition above about 28%
PREPL inhibitor: inhibitors of human prolyl oligopeptidase-like enzyme PREPL | Q4J6C6 | recombinant PREPL, fluorescence polarization activity-based probe | inhibition, % at 5.96 µM | 0.68% of 320,000 active; in the data active = inhibition above about 43%;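 also: 0% = enzyme with DMSO and 100% = wells lacking enzyme; many of its hits are not listed in these tables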
LYPLA2 inh: LYPLA2 (human) inhibition in PME1 counter-screen; O95372; inhibition, % at 5.9 µM; recombinant LYPLA2, FP-Rh probe fluorescence polarization; 0.38% of 320,000 active;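 active = inhibition above the screen-wide mean plus 3 SD, limit set per campaign, cut at about 26% in these data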;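 also: 0% = LYPLA2 with DMSO and 100% = wells lacking LYPLA2 enzyme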
Target sequence (O95372 whole entry, looked up): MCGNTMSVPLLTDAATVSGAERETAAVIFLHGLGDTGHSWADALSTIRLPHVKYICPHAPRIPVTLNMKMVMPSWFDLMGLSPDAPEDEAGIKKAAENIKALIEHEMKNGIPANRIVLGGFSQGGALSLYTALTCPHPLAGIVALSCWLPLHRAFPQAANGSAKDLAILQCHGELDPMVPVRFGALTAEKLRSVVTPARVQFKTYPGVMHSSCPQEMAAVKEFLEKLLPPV
PAFAH2 FP inh: PAFAH2 (human) inhibition | recombinant PAFAH2, FP-rhodamine activity probe, fluorescence polarization | AID 492956 | Q99487 | inhibition, % at 3.39 µM | 0.99% of 340,000 active;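 active = inhibition above the mean over all tested compounds plus 3 SD, cut at about 30% in these data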;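 also: inhibitors block probe labeling of enzyme so polarization drops; 0% = enzyme with DMSO and 100% = wells lacking PAFAH2 protein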
An asterisk follows results filed as active; · = no result given. Not all compounds are listed; the hit share may differ from the screen's.

SMILES	LYPLA1 counter	ZTA counter	PAFAH1B3 inh	GSTO1 inh	PAD4 FP inh	EBNA-1 inhibitor	PREPL inhibitor	LYPLA2 inh	PAFAH2 FP inh
COC(=O)c1ccsc1-n1cc(C#N)c(=O)n(C)c1=O	-1	6	8	11	1	-12	-5	-2	4
Cc1cc(C(=O)CSc2nc3ccccc3c(=O)n2C)c(C)n1Cc1ccc2c(c1)OCO2	-3	14	-3	3	-4	10	5	0	0
Cc1ccc(NC(=S)NC2CC3CCCC(C2)N3Cc2cccs2)cc1 (stereo not drawn)	-1	4	-1	-2	2	-2	10	-1	9
OCCC1CN(Cc2nc(-c3ccc(F)cc3)cs2)CCN1CCc1ccccc1 (stereo not drawn)	-1	5	-10	0	1	7	17	13	-1
c1ccn2c(SCc3ccc4c(c3)OCCO4)nnc2c1	5	-4	-2	6	-5	5	14	1	10
CCCn1c(=S)[nH]c2cc(OC)c(OC)cc2c1=O	-3	-9	3	7	5	-3	14	0	-15
CCn1c(SCc2cccc(C)c2)nnc1-c1ccc(C)cc1	-4	2	11	14	-1	-8	4	-4	7
O=C(Nc1cc([N+](=O)[O-])ccc1N1CCOCC1)c1cccs1	-3	6	17	-2	-1	4	0	-1	3
CCOC(=O)N1CCN(c2ncnc3c2[nH]c2ccc(OC)cc23)CC1	5	1	1	-2	-3	-12	19	1	19
FC(F)(F)c1cc(-c2ccc(Cl)cc2)nc2ncnn12	-3	-3	-1	-3	6	-4	-1	-7	-3
COc1ccc(N(C)C(=O)Cc2c(C(=O)O)[nH]c3ccccc23)cc1	0	-10	4	4	-2	6	11	-2	-5
CN(c1cccc(Cl)c1)S(=O)(=O)c1cccc(C(=O)NN2CCOCC2)c1	-4	-10	9	·	-4	·	7	3	6
CC1Cc2ccccc2N1C(=O)/C=C/c1cccc(F)c1 (stereo not drawn)	-3	-10	4	-7	-5	6	20	6	5
Cc1ccccc1C(=O)NCc1ccncc1	-2	-2	1	-1	-3	-3	1	-3	5
COc1ccc(Cl)cc1C(=O)NCc1cnn(C)c1C	0	-10	5	10	2	-5	7	5	-2
CCOC(=O)/C(C#N)=C/c1cn(CCC(=O)O)nc1-c1ccc(F)cc1	7	2	15	15	2	3	5	1	-1
COc1ccc(CCNS(=O)(=O)c2cccc(C)c2)cc1OC	0	-4	4	-1	2	-2	-2	6	-4
O=c1c2cn[nH]c2nc(SCc2ccc3c(c2)OCCO3)n1-c1ccccc1	-6	11	9	-5	2	7	25	4	-6
O=C(OCCN1C(=O)c2ccccc2C1=O)c1cc2ccccc2o1	1	0	5	0	3	5	9	2	-2
O=[N+]([O-])c1cnc(Nc2ccccc2)nc1Nc1ccccc1	1	-19	5	-3	4	-5	16	-2	1
Cc1ccc(C2Nc3ccccc3C(=O)N2Cc2ccco2)cc1 (stereo not drawn)	-1	5	0	-2	0	-4	-1	-8	2
O=C(C1=NN[C@@H]2C(=O)N(c3cccc(F)c3)C(=O)[C@H]12)C(c1ccccc1)c1ccccc1	2	-5	0	1	-3	-15	1	5	-12
COC(=O)C1=C(CCc2ccccc2)NC(=O)NC1c1ccc([N+](=O)[O-])cc1 (stereo not drawn)	1	24	7	0	-3	9	8	9	1
O=C(Nc1ccc2c(c1)oc1ccccc12)c1cccnc1	-8	-6	1	-22	-1	-2	-34	-10	0
CCOc1ccc(NC2c3ccccc3C(=O)N2Cc2ccc3c(c2)OCO3)cc1 (stereo not drawn)	-1	0	2	1	0	5	-1	3	-1
CCOC(=O)CSc1nc2c(sc(=S)n2-c2ccc(CC)cc2)c(=O)[nH]1	4	-6	15	-4	5	1	13	4	4
Cc1ccc2c(=O)c(CN3CCCCCC3)c(C)[nH]c2c1C	-4	1	2	4	4	-18	8	-4	-4
c1cnc(N2CCSCC2)nc1	3	-1	3	3	-5	-4	5	2	5
CCCC(=O)C1=C(O)C(C(=O)OC)C(C)(C)CC1=NCCc1ccc(OC)c(OC)c1 (stereo not drawn)	3	-1	7	-3	-9	-11	20	-2	2
CC(Nc1oc(-c2ccco2)nc1C#N)c1ccccc1 (stereo not drawn)	-1	-2	3	-25	-4	4	-10	3	-30
COc1ccccc1C1CC(=O)NC(C)=C1C(=O)OCC1CCCO1 (stereo not drawn)	1	-1	5	2	3	4	4	0	-2
Clc1ccc2oc(-c3cccnc3)nc2c1	-1	-1	-1	-5	0	10	-25	3	8
CSc1nn(-c2ccc(C(=O)OC(C(=O)NC(N)=O)C(C)C)cc2)c(=S)s1 (stereo not drawn)	-2	-2	7	-7	5	-1	-5	-7	10
CCOC(=O)c1c(NC(=O)CN2C(=O)NC3(CCCCC3C)C2=O)sc(C)c1CC (stereo not drawn)	-2	-2	-4	-2	6	18	-1	1	-7
O=C(COC(=O)C1CCN(S(=O)(=O)c2cccs2)CC1)c1ccc2c(c1)OCCO2	-1	1	1	-2	0	10	0	3	-6
COc1ccccc1NS(=O)(=O)c1cc(N2Cc3ccccc3C2=N)ccc1N1CCOCC1	-7	4	5	-4	-2	11	5	-3	3
Cc1cc(=O)oc2cc(OCC(=O)OCC(=O)NCCc3ccccc3)ccc12	-1	6	1	-1	-7	-9	-3	5	-4
N/C(=N\OC(=O)Cc1ccccc1)c1ccccn1	4	-18	-1	1	4	0	-4	9	-2
O=C(c1ccccc1)c1c[nH]c2cc3c(cc2c1=O)OCCO3	-2	-4	8	0	0	11	1	0	0
CC(C)N(C(=O)CSc1ccc(S(=O)(=O)N2CCCCC2)cn1)c1ccccc1	2	-8	4	·	-2	·	8	3	6
COc1ccc2[nH]c3nc(SCC(=O)NNC(=O)c4ccc(OC)c(OC)c4)nnc3c2c1	-4	-8	8	3	-2	-12	5	-4	3
CC(=O)c1cccc(NC(=O)NNC(=O)c2ccc(Cl)cc2Cl)c1	-2	9	13	6	0	4	-3	2	0
Cc1cccc2nc3ccccc3cc12	2	2	2	-1	0	13	-4	2	-1
COc1ccc(OC)c(NC(=O)c2ccc(-c3csc(C)n3)cc2)c1	-6	-20	9	-2	10	-5	6	-4	-8
COc1ccc(CCNC(=O)C2=CC=CN3CCS(=O)(=O)N=C23)cc1	2	-18	3	·	6	·	12	8	4
CCOC(=O)C1(Cc2ccc(OC)cc2)CCN(C(=O)CCN2CCCC2=O)CC1	2	1	3	9	2	-6	5	1	-3
O=C(Nc1ccc(S(=O)(=O)N2CCCCC2)cc1)C1CCN(C(=O)c2ccco2)CC1	7	-9	3	4	-2	4	-4	14	-1
CNc1ccccc1NC(=O)C1CCCN1C(=O)OCc1ccccc1 (stereo not drawn)	-2	-1	0	-6	-2	-15	6	-5	0
COc1ccc(C2=NC(=O)NC2c2ccc(OC)cc2)cc1 (stereo not drawn)	-4	4	5	5	-3	-7	-7	4	2
Cc1ccc(-c2ccc(/C=N\NC(=O)c3cc4c(ccc5ccccc54)o3)o2)cc1[N+](=O)[O-]	3	-16	1	-4	-1	-7	7	14	8
CN(C)c1ccc(/C=C(\C#N)C(=O)c2ccccc2)cc1	2	-10	2	-7	0	0	7	-5	-11
COc1ccc(S(=O)(=O)NC2CCCC2)cc1Br	3	-11	4	4	4	-8	-3	13	1
COc1ccc(S(=O)(=O)N2CCOCC2)cc1NC(=O)CSc1nc(C)c(C)c(C)n1	·	·	11	·	2	·	9	·	4
CCCCCOC(=O)C1=C(C)N(C)C(=O)NC1c1cc(Br)c(O)c(OC)c1 (stereo not drawn)	0	-15	8	6	-2	-3	-12	5	5
Cc1c(NC(=O)C(C)N2C(=O)C3CCCCC3C2=O)c(=O)n(-c2ccccc2)n1C (stereo not drawn)	2	-4	7	3	-5	5	-1	-1	-2
COc1ccc(OCc2cc(C(=O)N3C[C@@H](C)O[C@@H](C)C3)no2)c(Cl)c1	3	6	-4	7	-5	0	11	2	-4
C#CCNC(=O)C1=C[C@@H](c2csc3ccccc23)C[C@@H](OCc2ccc(CO)cc2)O1	-6	-12	-4	4	-2	-5	-1	-5	-4
CCOC(=O)c1c(C)[nH]c(C)c1C(=O)CSc1nc2ccccc2c(=O)n1-c1ccc(Cl)cc1	-2	-25	4	-8	-1	3	-5	-17	-18
COC(=O)c1ccc2[nH]c(C)cc(=O)c2c1	3	3	6	-5	1	8	-17	-1	1
CSc1nnc([C@@H](NC(=O)OC(C)(C)C)C(C)C)o1	1	-7	5	-4	1	0	2	5	4

Going on with the list.
SMILES	LYPLA1 counter	ZTA counter	PAFAH1B3 inh	GSTO1 inh	PAD4 FP inh	EBNA-1 inhibitor	PREPL inhibitor	LYPLA2 inh	PAFAH2 FP inh
CCCCCn1c(CCCNC(=O)CC)nc2ccccc21	0	4	9	2	-2	4	3	-2	-2
CCN(CC)C(=O)Cn1cc(C(=O)C(=O)N2CCc3ccccc32)c2ccccc21	2	2	9	-5	-5	-18	11	-7	-2
FC(F)(F)c1cc(-c2cccs2)nc2cc(-c3ccccc3)nn12	-2	-3	2	2	-1	-8	-1	-7	-1
CC(=O)Oc1ccc(-c2ccc(C(=O)NCCc3ccc(S(N)(=O)=O)cc3)cc2)cc1	-7	31	-6	-3	-8	2	2	-24	-15
COc1cc2c(cc1NC(=O)CSc1nc3ccc(C)cc3[nH]1)oc1ccccc12	-2	-9	·	11	-5	-9	4	-2	·
Cc1ccc(O)c(CNc2nc3ccccc3n2C)c1	2	-11	-2	-4	6	3	-3	6	-3
COc1ccc2c(COC(=O)CNS(=O)(=O)c3ccc(C)c(C)c3)cc(=O)oc2c1	1	5	-1	·	1	·	0	-2	3
COc1ccccc1C(=O)NCCn1cc(SCC(=O)NCc2ccco2)c2ccccc21	3	-14	6	-5	-4	-9	-5	2	-2
Cc1cc(NC(=O)/C(C#N)=C/c2ccco2)n(-c2ccccc2)n1	-5	-12	12	8	-1	-2	12	4	4
Cc1ccc(-c2cc(C(=O)N(C)Cc3cnn(C)c3C)c3cc(Br)ccc3n2)cc1	-3	-2	-1	-3	0	0	4	2	8
COc1ccccc1C(=O)O/N=C1/CCCc2c1ccc(OC)c2[N+](=O)[O-]	-1	2	9	-1	-4	-9	4	3	10
CS(=O)(=O)N(CC(=O)N1CCN(c2ccccc2)CC1)c1cc(C(F)(F)F)ccc1Cl	0	-2	8	0	10	-11	-4	1	1
CCO/C([O-])=N/c1sn[n+](C)c1C	0	-2	·	14	2	-13	7	-1	·
COC(=O)CC1C(=O)NCCN1C(=S)Nc1ccccc1Cl (stereo not drawn)	-2	22	-7	2	1	-10	4	-2	5
O=C(c1cc2ccccc2o1)c1cccs1	2	-13	15	7	1	-5	-8	2	0
CC(OC(=O)c1ccccc1C(=O)N(C)c1ccccc1)C(=O)Nc1ccccc1[N+](=O)[O-] (stereo not drawn)	0	13	5	1	3	6	7	5	6
CCc1nnc(NC(=O)CSc2nnc(-c3ccccc3O)n2-c2ccc(C)cc2)s1	-2	-3	0	25	-4	7	5	2	-5

Gathered by group: those above containing a nitro group on carbon.
SMILES	LYPLA1 counter	ZTA counter	PAFAH1B3 inh	GSTO1 inh	PAD4 FP inh	EBNA-1 inhibitor	PREPL inhibitor	LYPLA2 inh	PAFAH2 FP inh
O=C(Nc1cc([N+](=O)[O-])ccc1N1CCOCC1)c1cccs1	-3	6	17	-2	-1	4	0	-1	3
O=[N+]([O-])c1cnc(Nc2ccccc2)nc1Nc1ccccc1	1	-19	5	-3	4	-5	16	-2	1
COC(=O)C1=C(CCc2ccccc2)NC(=O)NC1c1ccc([N+](=O)[O-])cc1 (stereo not drawn)	1	24	7	0	-3	9	8	9	1
Cc1ccc(-c2ccc(/C=N\NC(=O)c3cc4c(ccc5ccccc54)o3)o2)cc1[N+](=O)[O-]	3	-16	1	-4	-1	-7	7	14	8
COc1ccccc1C(=O)O/N=C1/CCCc2c1ccc(OC)c2[N+](=O)[O-]	-1	2	9	-1	-4	-9	4	3	10
CC(OC(=O)c1ccccc1C(=O)N(C)c1ccccc1)C(=O)Nc1ccccc1[N+](=O)[O-] (stereo not drawn)	0	13	5	1	3	6	7	5	6
